# APEX1 inh – blocks human APE1 abasic DNA cleavage; recombinant APE1, TAMRA/BHQ-2 abasic DNA cleavage fluorescence; Potency, µM (highest dose often 65.8 µM), inactives show top-dose activity change, negative = inhibition, usual class: inhibitors; actives 0.35% (n = 350,000);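 note: potency is the fitted concentration of half-maximal effect; plate controls were vehicle for no effect and reference inhibitor for full effect; nearly all actives have a fitted effect of over 55% in size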
#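 Kinetic fluorescence read (525 ex/598 em nm, three reads 60 s apart) of AP-site incision; signal = third minus first read. Enzyme 0.75 nM, dual-labelled THF duplex 50 nM, compound preincubation 15 min RT.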
# 12-LOX inh – blocks human arachidonate 12S-lipoxygenase. purified 12hLO, xylenol orange hydroperoxide absorbance. Potency, µM (top dose mostly 108 µM), for the others: at the top dose activity change, negative = inhibition, usual class: inhibitors. actives 1.1% (n = 580,000). AID 1671190; note: potency is the fitted concentration of half-maximal effect; % is set by controls: 0 for no effect and ±100 for the full control effect
#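 Purified human 12hLO (150 nM final) in 25 mM Hepes, 0.01% Triton X-100, pH 7.0 was preincubated 15 min at room temperature with compound. Then 40 uM arachidonic acid was added, 30 min. Hydroperoxide was read by Fe-XO absorbance ratio 573/405 nm.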
# POLK inh – inhibitors of human DNA polymerase kappa | purified Pol kappa, fluorescent DNA synthesis assay, 10 min | Potency, µM (doses to about 107 µM), for inactives: at the highest dose activity, negative = inhibition, most hits filed as inhibitors | actives 0.53% (n = 400,000); note: potency is the fitted concentration of half-maximal effect; % is set by controls: 0 for no effect and ±100 for the full control effect
#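 Enzyme at 10 nM met test compounds for 15 min at room temperature. Substrate addition (50 nM final) began the reaction, which was monitored by fluorescence at 0 and 10 min.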
# POLH inh – blocks human DNA polymerase eta activity. Potency, µM (titrated, usually from 114 µM), for inactives: at the highest dose activity change, negative = inhibition, hits mostly inhibitors. actives 1.2% (n = 390,000). Q9Y253. recombinant Pol eta, fluorescent DNA replication assay; note: potency is the fitted concentration of half-maximal effect; % is set by controls: 0 for no effect and ±100 for the full control effect
# Target sequence (Q9Y253 whole entry, looked up): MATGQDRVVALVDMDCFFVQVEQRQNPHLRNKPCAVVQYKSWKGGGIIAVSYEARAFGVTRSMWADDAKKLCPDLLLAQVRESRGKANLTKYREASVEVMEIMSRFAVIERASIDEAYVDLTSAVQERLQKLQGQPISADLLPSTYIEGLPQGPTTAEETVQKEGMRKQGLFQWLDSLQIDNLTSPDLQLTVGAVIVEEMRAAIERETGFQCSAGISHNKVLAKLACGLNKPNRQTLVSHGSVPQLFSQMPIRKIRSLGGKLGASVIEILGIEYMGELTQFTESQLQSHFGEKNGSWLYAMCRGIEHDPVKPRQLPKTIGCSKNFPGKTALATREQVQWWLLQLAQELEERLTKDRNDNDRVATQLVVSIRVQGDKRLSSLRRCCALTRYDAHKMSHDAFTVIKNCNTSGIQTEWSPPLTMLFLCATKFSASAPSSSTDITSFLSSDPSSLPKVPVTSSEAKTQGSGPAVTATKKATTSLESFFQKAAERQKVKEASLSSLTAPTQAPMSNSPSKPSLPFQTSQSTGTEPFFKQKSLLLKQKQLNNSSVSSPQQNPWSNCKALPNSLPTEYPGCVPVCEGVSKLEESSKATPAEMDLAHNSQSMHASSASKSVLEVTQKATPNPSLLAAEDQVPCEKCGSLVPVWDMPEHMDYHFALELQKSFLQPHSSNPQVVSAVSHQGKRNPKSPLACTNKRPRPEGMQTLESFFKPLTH
#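 Fluorescent replication assay: 50 nM final substrate added after a 15 min room-temperature compound preincubation with 10 nM enzyme. Signal taken at 0 min and again at 10 min.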
# RGS4 inhibitor – human RGS4 inhibition. P49798. Transcreener GDP fluorescence polarization, RGS4-accelerated GTP hydrolysis. Potency, µM (titrated, usually from 114 µM), for the others: top-dose activity change, negative = inhibition, most hits filed as inhibitors. actives 0.039% (n = 390,000). AID 504845; note: potency is the fitted concentration of half-maximal effect; % is set by controls: 0 for no effect and ±100 for the full control effect; nearly all actives have a fitted effect of over 75% in size; some results filed as inactive show a strong effect at the top dose
# Target sequence (P49798 whole entry, looked up): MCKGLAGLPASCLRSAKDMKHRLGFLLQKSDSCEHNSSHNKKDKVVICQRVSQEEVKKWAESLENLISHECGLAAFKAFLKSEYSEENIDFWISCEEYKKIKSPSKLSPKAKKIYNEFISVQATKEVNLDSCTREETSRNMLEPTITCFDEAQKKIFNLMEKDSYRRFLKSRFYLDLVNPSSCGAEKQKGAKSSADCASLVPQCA
#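 MLSMR compounds (23 nl, pin-transferred) preincubated 10 min at room temperature with a 500nM (2x) first reagent, then RGS4 at 900nM (2x) plus Transcreener GDP mix added; fluorescence polarization (620/688 nm) read before and after 90 min at 30 °C.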
# ERG-DNA inh – ERG Ets/DNA interaction inhibition; fluorescence polarization, His-ERG Ets domain / labelled DNA; Potency, µM (series often up to 76.9 µM), for the others: top-dose FP activity, negative = inhibition, actives largely listed as inhibitors; actives 0.028% (n = 370,000); AID 624246; active = well fitted inhibition curve with a large enough effect in the polarisation, with a control signal flat; inconclusive = small, poorly fitted or top-dose-only effect, or effect the other way, or a change in a side signal; inactive = no such curve, though single readings can be large or run the other way; the % refers to the polarisation;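 note: polarization taken with two DNA probes labelled with fluorescein and Texas red; potency is the fitted concentration of half-maximal effect; % of control where 0% means no effect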
#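 His-tagged ERG Ets domain (1 uM in the protein solution; 300mM KCl, 50mM Tris-HCl, 1mM EDTA, 1mM DTT, pH 7.5) received compound, then a probe mix of 5 nM fluorescein-DNA and 100nM Texas-615-DNA. Fluorescence polarization was read for both dyes.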
# LDHA block – inhibitors of human lactate dehydrogenase A; P00338; purified LDHA, NADH/diaphorase-resazurin fluorescence; hits give low values; activity change, % (values are at about 110 or 230 µM); actives 0.15% (n = 480,000); in the data active = activity change below about -30%; inconclusive = mostly about -25% to -30%;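 note: plate controls were DMSO wells for no effect and wells without enzyme for full effect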
#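 Enzyme activity of human lactate dehydrogenase 5 (2 nM; 0.06 mM NADH, 0.2 mM pyruvate, 5 min, RT) is measured via a resazurin/diaphorase fluorescence readout of residual NADH.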
# Anesthetic bind – binds horse apoferritin like a general anesthetic. P02791. apoferritin/1-aminoanthracene competitive binding, fluorescence. Potency, µM (top dose mostly 77.5 µM), for the others: at the highest dose activity change, negative = displacement, hits mostly inhibitors. actives 0.074% (n = 350,000). AID 485281; note: potency is the fitted concentration of half-maximal effect; % is set by controls: 0 for no effect and ±100 for the full control effect; nearly all actives have a fitted effect of over 20% in size
# Target sequence (P02791 2-175 limits assumed): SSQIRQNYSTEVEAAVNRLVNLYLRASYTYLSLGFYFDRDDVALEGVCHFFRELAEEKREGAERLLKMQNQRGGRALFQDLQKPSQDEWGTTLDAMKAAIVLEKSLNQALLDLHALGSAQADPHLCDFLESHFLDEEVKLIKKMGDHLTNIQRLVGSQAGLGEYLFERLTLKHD
#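 Concentration-response curves derived by four-parameter Hill fitting of normalized fluorescence, where compounds displaced 1-AMA from 10 uM horse apoferritin following a brief 10 min room-temperature incubation; propofol titration acted as positive control.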
# Pol beta inh – blocks human DNA polymerase beta activity; P06746; Pol beta primer extension/strand displacement, fluorescence kinetic; Potency, µM (highest dose often 114 µM), for inactives: at the highest dose activity change, negative = inhibition, usual class: inhibitors; actives 1.3% (n = 340,000); AID 485314; note: potency is the fitted concentration of half-maximal effect; % is set by controls: 0 for no effect and ±100 for the full control effect
#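 Human Pol beta at 10 nM; strand-displacement substrate 50 nM final. Compound exposure 15 min at room temperature before start, reaction 10 min at room temperature.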
# An asterisk follows results filed as active; ? = inconclusive; . = no result given; & = joins results of further samples; [ ] = another dose, or the depositor's remark. Unless noted, calls come from the whole dose curve; as a rule, active = well fitted curve in the direction sought with a large enough effect; inconclusive = small, poorly fitted or top-dose-only effect, or another doubt; inactive = no such curve, though single readings can be large; an effect the other way counts as inactive or inconclusive. Only part of the results is shown (hit frequency here may not be typical).
SMILES,APEX1 inh,12-LOX inh,POLK inh,POLH inh,RGS4 inhibitor,ERG-DNA inh,LDHA block,Anesthetic bind,Pol beta inh
S=C1NCCOCCOCCNC(=S)N2CCOCCOCCN1CCOCCOCC2,-5%,-5%,3%,1%,-52%,-2%,-12,-4%,-3%
C[C@@H](C(=O)Nc1ccc2ccccc2c1)[C@@H]1C[C@@]1(C)[C@@H](NC(=O)OCc1ccccc1)c1ccccc1,22%&-6%,.,-20%,-14%,-4%,-3%,-3,3%&-1%,9%
CSc1nccc(-c2sc(SC)c(C#N)c2-c2ccccc2)n1,1%,?,14%,-4%,-3%,-11%,-2,-4%,-20%
CCCN1C(=O)/C(=C/c2ccc(N3CCOCC3)cc2)NC1=S,0%,?,3%,0%,-25%,15%,-1,?,24%
COc1ccccc1-n1c(SCC(=O)N2CCOCC2)nc2cccnc21,-6%,-2%,-11%,3%,-2%,-6%,2,0%,-8%
CCCn1c(C2CCCN2c2nc(-c3cccc(Br)c3)cs2)nc2ccccc21 (centres undefined),5%,1%,5%,-28%,-17%,-9%,1,-21%,0%
COc1ccccc1NC(=O)CSc1nnc2ccc(-c3ccccn3)nn12,2%,11%,-11%,2%,-31%,3%,-3,.,.
c1ccc2c(c1)c1cccc3ccc4cccc2c4c31,2%&0%,-8%,0%,-18%,-1%,2%,-13,.,.
Cc1cnc([N+](=O)[O-])n1CCOC(=O)NC(=O)c1c(F)cccc1F,-16%,-3%,-4%,-9%,-1%,6%,-1,-3%,0%
CCOC(=O)Cc1c(C)nc2c(-c3ccc(Cl)cc3)cnn2c1C,-5%,6%,-10%,-15%,?,78%[activator],-2,181%[activator],8%
CC(/C=N/n1cnnc1)=C\c1ccccc1,3%,0%,-2%,1%,-24%,8%,-2,-12%,2%
Cc1ccc(SCC(Cc2ccccc2)N2CCN(C)CCC2=O)cc1 (centres undefined),10%,.,1%,.,17%,.,.,-8%,.
O=C(CN1CCSC1=NCc1ccccc1)c1ccccc1,2%,-24%,-10%,-11%,-5%,-16%,-3,?,-16%
Cc1ccc(-c2n[nH]c(Cc3ccccc3)n2)cc1,-4%,1%,-6%,-6%,-5%,-1%,-2,-4%,30%[activator]
Cc1cccc(C(=O)N[C@@H](C)C(=O)N2CCN(c3ncccn3)CC2)c1,8%,8%,-22%,-14%,-4%,-16%,-2,.,.
O=S(=O)(c1ccc2ccccc2c1)N1C=CC(C(F)(F)F)=NCC1,-1%,-46%,2%,-11%,-36%,9%,-2,-9%,5%
COc1ccccc1C(=O)Oc1cc(C)[nH]c(=O)c1[N+](=O)[O-],-4%,-28%,-1%,-7%,-35%,-5%,-7,-3%,8%
CC(=O)Nc1c(O)nc(SC/C=C/CSc2nc(O)c(NC(C)=O)c(=O)[nH]2)[nH]c1=O,-4%,?,-11%,-13%,-3%,0%,-6,-9%,4%
COc1cc2c(cc1CNC[C@H]1O[C@@H](n3cnc(C(N)=O)n3)[C@H](O)[C@@H]1O)OCO2,.,18%,8%,-5%,-1%,-10%,-2,.,.
Cc1ccc(C(=O)Nc2nnc(S(=O)(=O)N(C)Cc3ccc(Cl)cc3)s2)cc1,.,2%,2%,-15%,-10%,4%,-2,?,10%
O=C(c1cc(S(=O)(=O)N2CCC3(CC2)OCCO3)ccc1F)N1CCCCC1,6%,5%,3%,-13%,-10%,-10%,-1,-7%,-13%
COc1ccc(OCC(=O)Nc2ccc3c(c2)nc(CCN2CCN(C)CC2)n3C)cc1,76%[activator],9%,11%,-12%,-12%[11.4 µM],7%,2,-16%,2%
O=C(C[C@H]1C[C@H](C(=O)N2CCCCC2)[C@@]2(CCc3ccccc3)c3[nH]c4ccc(Cl)cc4c3CCN2C1=O)NCc1ccco1,0%,?,-8%,-27%,-25%,0%,-3,.,.
Cc1cc2cc(CNC(=S)NC3CCCCC3)ccc2[nH]1,-2%,?,-4%,-24%,-28%[56.9 µM],1%,-2,?,3%
O=C1CC2(CCCCCC2)Oc2ccccc21,.,-9%,12%,-12%,3%,10%,0,.,.
CCCn1c(Sc2nc3c(c(=O)[nH]c(=O)n3C)n2CCC)nc2c1c(=O)[nH]c(=O)n2C,-2%,-5%,-2%,-5%,20%,-4%,-5,-6%,26%
O=C(O)CC1(CC(=O)NCc2ccc(F)cc2)CCCCC1,16%,.,9%,-8%,-16%,5%,0,-9%,30%
C#CCOCCOCCOCCNc1nc(N2CCN(C(=O)CCCCCCCCCCNC(=O)[C@H](CCCCN)n3cc(CCO)nn3)CC2)nc(N2CCN(C(=O)CCCCCCCCCCNC(=O)[C@H](CCCCN)n3cc(CCO)nn3)CC2)n1,-41%,.,-15%,?,?,-6%,-2,.,.
COc1ccc(N(CC(=O)Nc2ccc3c(c2)OCCO3)S(C)(=O)=O)c(OC)c1,2%,-29%,0%,-11%,-9%[11.4 µM],0%,-3,-23%,-6%
CN(C)c1ccc(/C=N/NC(=O)c2ccccc2Cl)cc1,-6%,-8%,-17%,-5%,-13%,10%,-7,7%,-2%

# Of the compounds above, these contain a nitro group on carbon.
SMILES,APEX1 inh,12-LOX inh,POLK inh,POLH inh,RGS4 inhibitor,ERG-DNA inh,LDHA block,Anesthetic bind,Pol beta inh
Cc1cnc([N+](=O)[O-])n1CCOC(=O)NC(=O)c1c(F)cccc1F,-16%,-3%,-4%,-9%,-1%,6%,-1,-3%,0%
COc1ccccc1C(=O)Oc1cc(C)[nH]c(=O)c1[N+](=O)[O-],-4%,-28%,-1%,-7%,-35%,-5%,-7,-3%,8%

# Carrying on.
SMILES,APEX1 inh,12-LOX inh,POLK inh,POLH inh,RGS4 inhibitor,ERG-DNA inh,LDHA block,Anesthetic bind,Pol beta inh
Cc1nc2nc(SCC(=O)NCCc3ccc(Cl)cc3)nn2c(C)c1Cc1ccccc1Cl,.,-9%,-4%[60.1 µM],0%,22%,0%,-1,2%,31%
COc1ccccc1CCNC(=O)CNC(=O)Cc1cccc2ccccc12,-22%,?,3%&-8%,-8%,-11%&-5%,-9%,-1&-4,5%,-18%
O=C1/C(=C/c2ccc(F)cc2)SC(=S)N1NS(=O)(=O)c1ccccc1,-13%,?,-2%,?,?,8%,1,-9%,9%
Cc1ccc2c(c1)NC(=O)C(CC(=O)N(C)Cc1ccccc1)O2 (centres undefined),-1%,?,-17%,-27%,-36%,22%,0,-22%,29%
Cn1nccc1C(=O)Nc1sc2c(c1C#N)CCCC2,-14%,?,-16%,9%,-10%,6%,-1&-2,?,1%
CC(=O)NC1(c2cccc(F)c2)CCN(CC(=O)NC(C)C)CC1,-2%,-12%,6%,-6%,-29%,-8%,2,-7%,33%
c1ccc(OCCN2C3=NCCN3c3ccccc32)cc1,8%,362%[activator],-6%,-8%,-22%,13%,-1,-9%,-1%
CCOC(=O)c1cc(CC)sc1N,-5%,-4%,9%,-17%,-5%,-1%,0,-20%,2%
Cc1cc(C)c2c(c1)/C(=N/NC(=O)c1ccc(O)cc1)CCC2,-5%,83%[activator],-2%,-19%,7%,1%,-5,-17%,21%
c1ccc(CSc2ccc(-c3ccccn3)nn2)cc1,-1%,-30%,5%,-18%,12%,-2%,-9,-18%,-8%
Cc1cc(/C=N/n2cnnc2)c(C)n1-c1ccccc1,-3%,150%[activator],-9%,-16%,-3%,-1%,0,-7%,30%
CC(C)CCc1noc(CN(C)CC2CCN(Cc3ccccc3)CC2)n1,1%,3%,-3%,-2%,38%,-1%,-9,-8%,26%
CC(C)(C)OC(=O)NOCC(=O)N(CC(=O)c1ccccc1)Cc1ccccc1,36%,8%,18%,-15%,-3%,11%,4,.,.
C#Cc1ccc([C@H]2C=C(C(=O)O)O[C@@H](OCc3ccc(CO)cc3)C2)cc1,32µM*,45µM*,?,35µM*,15%,1%,-3,-5%,28µM*
CCCC(=O)Nc1cccc(-c2cn3c(C)csc3n2)c1,.,-5%,-3%[60.1 µM],-15%,-8%,-4%,3,39%[activator],?
CCOC(=O)C1CCCN(/C=C2\SC(=S)N(CC)C2=O)C1 (centres undefined),0%,?,7%,-14%,-22%,-1%,0,2%,4%
O=C(Cc1cccs1)NC1CC(=O)N(c2ccc(Cl)cc2)C1 (centres undefined),.,-17%,2%[60.1 µM],17%,-10%,3%,3,-6%,21%
O=C(NCc1ccco1)c1ccc(-c2csnn2)cc1,10%,-13%,-8%,-7%,-23%,2%,-2,5%,10µM*
CC(CN1CCCCC1)OC(=O)/C=C/c1ccccc1 (centres undefined),3%,4%,9%,-6%,4%,1%,-3,-13%,39%
O=C(NCCc1ccccc1)c1ccccc1NS(=O)(=O)N1CCCC1,-3%,-12%,-10%,-14%,21%,-1%,-10,-16%,-1%
CCc1ccc(NC(=O)CCS(=O)(=O)c2ccc3c(c2)CCN3C(C)=O)cc1,48%[activator],15%&-8%,9%,-7%&-14%,45%&-3%,-6%&6%,-3&-5,-2%&0%,30%&16%
Cc1ccc(C(=O)NCCNC(=O)c2ccc(C)nc2)cc1,35%[activator],-8%,4%,-10%,16%,14%,-2,-3%,0%
CCn1c(SCC(=O)Nc2c(C)n(C)n(-c3ccccc3)c2=O)nc2c1c(=O)n(C)c(=O)n2C,-2%,-22%,-9%,-15%,29%,3%,-14,-6%,-1%
O=C(Nc1ccc2ccccc2c1)c1ccccc1F,0%,0%,-7%,-16%,-12%,-7%,-1,-11%,11%
Cc1ccc(S(=O)(=O)N2CCN(C(=O)c3ccc(OCc4c(C)noc4C)cc3)CC2)cc1,2%,-25%,-6%,4%,-37%,-1%,-5,-2%,1%
CC1(C)NS(=O)(=O)Oc2ccccc21,27%,4%,-14%,-9%,12%,1%,-5,?,21%
